# From PubChem BioAssay
# GDH-TPI inh = counter-screen for M. tuberculosis FBA inhibitors: GDH-TPI coupled enzymes | AID 588335 | inhibition, % at 4.8 µM | GDH-TPI coupled enzyme counterscreen, NADH absorbance | actives 1.2% (n = 360,000); in the data active = inhibition above about 30%;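 note: 0% = DMSO wells and 100% = wells lacking the enzyme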
# BioA inh = blocks M. tuberculosis BioA enzyme activity; purified M. tuberculosis BioA enzyme, plate reader; inhibition, % at 9.99 µM; actives 0.096% (n = 360,000); AID 602481; in the data active = inhibition above about 40%
# MazEF act = MazEF (E. coli) toxin RNase activation. FAM/BHQ RNA-DNA oligo cleavage fluorescence, 5 h. activation, % at 20 µM. P0AE70. AID 504720. actives 0.32% (n = 350,000); in the data active = activation above about 50%
# Target sequence (P0AE70 whole entry, looked up): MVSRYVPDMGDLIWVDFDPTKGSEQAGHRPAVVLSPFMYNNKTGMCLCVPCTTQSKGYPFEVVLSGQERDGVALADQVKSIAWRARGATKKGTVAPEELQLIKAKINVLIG
# UGM FP inh = inhibitors of M. tuberculosis UDP-galactopyranose mutase | P9WIQ1 | purified UGM, fluorescence polarization probe displacement | inhibition, % at 10 µM | actives 0.06% (n = 320,000) | AID 504406; in the data active = inhibition above about 10%, passing the limit was not always enough
# BH1578 lux ind = inducers of Vibrio cholerae quorum light production without autoinducers; V. cholerae BH1578 lux reporter, luminescence, 6 h; activation, % at 18.7 µM; actives 0.16% (n = 350,000); in the data active = activation mostly above about 9.7%, no sharp cut-off; note: not every result past the cut was called active; inactives centre near 0; reference of the scale not given here
# FBA Mtb inh = inhibitors of M. tuberculosis fructose-bisphosphate aldolase; P9WQA3; actives 2.3% (n = 360,000); inhibition, % at 1 µM; purified M. tuberculosis FBA, fluorescence read-out; in the data active = inhibition above about 27%;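 note: 0% = vehicle and 100% = reference inhibitor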
# Target sequence (P9WQA3 whole entry, looked up): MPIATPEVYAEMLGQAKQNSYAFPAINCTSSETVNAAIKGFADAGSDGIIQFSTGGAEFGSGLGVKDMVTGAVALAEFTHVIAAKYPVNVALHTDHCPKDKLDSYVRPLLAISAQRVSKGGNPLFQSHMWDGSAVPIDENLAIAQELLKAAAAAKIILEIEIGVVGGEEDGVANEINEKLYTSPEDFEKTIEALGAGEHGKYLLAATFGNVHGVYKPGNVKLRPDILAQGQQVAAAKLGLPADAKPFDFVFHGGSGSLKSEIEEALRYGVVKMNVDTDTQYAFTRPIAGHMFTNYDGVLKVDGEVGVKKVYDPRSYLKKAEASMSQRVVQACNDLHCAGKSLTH
# DUSP3 inh = blocks human VHR1 dual specificity phosphatase. P51452. recombinant VHR phosphatase, pNPP absorbance. inhibition, % at 13.3 µM. actives 0.52% (n = 290,000). AID 1654; in the data active = inhibition above about 50%; note: some compounds called inactive have numbers as strong as hits
# Rv3671c protease = inhibits the M. tuberculosis serine protease Rv3671c; P9WHR9; inhibition, % at 5.96 µM; actives 0.048% (n = 320,000); AID 2606; in the data active = inhibition above about 38%;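 note: extracellular domain of Rv3671c used as enzyme; 0% = enzyme with DMSO and 100% = no enzyme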
# Target sequence (P9WHR9 whole entry, looked up, the tested form may be a part): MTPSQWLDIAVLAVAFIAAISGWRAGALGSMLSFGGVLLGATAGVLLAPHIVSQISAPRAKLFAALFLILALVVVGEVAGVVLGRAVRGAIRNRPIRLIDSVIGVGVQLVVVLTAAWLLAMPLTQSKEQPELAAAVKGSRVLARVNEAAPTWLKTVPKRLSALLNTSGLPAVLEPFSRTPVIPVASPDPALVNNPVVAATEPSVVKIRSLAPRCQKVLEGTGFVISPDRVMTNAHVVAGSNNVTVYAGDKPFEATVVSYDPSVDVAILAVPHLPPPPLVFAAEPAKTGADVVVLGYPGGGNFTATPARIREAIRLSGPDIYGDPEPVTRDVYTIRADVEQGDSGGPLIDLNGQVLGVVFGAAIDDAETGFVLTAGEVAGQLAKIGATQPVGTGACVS
# PriA SSB inh = inhibitors of Klebsiella pneumoniae PriA binding to SSB C-terminal tail; actives 0.6% (n = 430,000); inhibition, % at 33 µM; AID 1272365; AlphaScreen SSBct-PriA binding, biotinylated peptide; in the data active = inhibition mostly above about 37%, no sharp cut-off; inactive = mostly below about 20%;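 note: plate controls were negative control peptide for no effect and reference peptide for full effect; strong numbers were not always called active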
# 3CLpro inhibitor = SARS-CoV 3CLpro protease inhibition; P0C6X7; recombinant SARS-CoV 3CLpro, quenched FRET peptide cleavage; inhibition, % at 6 µM; actives 0.14% (n = 290,000); AID 1706; in the data active = inhibition above about 12%
# An asterisk follows results filed as active; i = inactive; / = not tested or not shown; & = joins results of further samples.
SMILES,GDH-TPI inh,BioA inh,MazEF act,UGM FP inh,BH1578 lux ind,FBA Mtb inh,DUSP3 inh,Rv3671c protease,PriA SSB inh,3CLpro inhibitor
Cc1ccccc1N=C1NC(=O)/C(=C/c2cccn2C)S1,3,/,-18,-2.3,i,-4,17,-8,-17,2
Cc1noc(/C=C/N(C)C)c1S(=O)(=O)N1CCN(c2ccccc2)CC1,20,-2.0,0,-2.0,-0.6,4,9,-7,-9,0
C(=C\c1ccc2ccccc2n1)/c1ccccc1,23,-0.3,-7,0.0,i,5,28,-3,-28,4
CC1(C(=O)NS(=O)(=O)c2cccc(Cl)c2)CCN1C(=O)C1(c2ccc(Cl)cc2)CCC1 (centres undefined),-6,1.3,/,/,-0.2,1,/,/,/,/
S=c1nc(-c2ccccc2)[nH]c2ccc(Br)cc12,8,/,4,1.0,i,-2,1,2,-8,3
CCN1C(=O)[C@H]2[C@@H](c3ccc(SC4CCCCC4)c(OC)c3)N3CCCC[C@@]3(C(=O)OC)[C@H]2C1=O,-8,0.1,3,1.3,-5.0,-1,/,-7,-17,/
Cc1ccc(CNC(=O)c2ccc(Cn3nc(C)cc3C)o2)cc1,6,-6.3,-23,-3.1,-0.3,3,18,2,-3,-5
COc1ccccc1C(=O)NC(=S)N1CCCc2ccccc21,24,0.7,0,0.0,-0.4,7,4,-1,29,1
COc1ccc(CNC(=O)COC(=O)c2ccc(C)c(S(=O)(=O)N3CCOCC3)c2)cc1,-1,0.5,0,-0.1,0.9,0,/,12,-9,/
O=C(COc1ccccc1-c1ccccc1)N/N=C/c1ccccn1,4,2.1,2,0.0,-1.3,1,25,-3,/,7
CCCCN(C(=O)COC(=O)c1ccc(C=O)cc1)c1c(N)n(CCC)c(=O)[nH]c1=O,2,-0.2,3,-2.5,-0.6,0,/,-2,-3,/
COC(CNC(=O)CNC(=S)N(CCCN1CCOCC1)Cc1cccs1)OC,9,/,-17,1.1,-0.1,4,14,3,-8,1
O=S(=O)(N/N=C/c1ccc(N2CCOCC2)cc1)c1ccccc1,14,/,41,0.2,-0.3,0,15,0,/,1
CN1C(CCl)Nc2cc(Cl)c(S(N)(=O)=O)cc2S1(=O)=O (centres undefined),0,4.3,-2,/,-1.3,-1,/,/,-10,/
Cc1ccc(C2(c3noc(CN(C)Cc4cccnc4)n3)CCCC2)cc1,-1,/,3,-0.4,-0.5,-5,35,2,-23,-1
CCOc1ccc(N(CC(=O)NC2CCCCC2)C(=O)CNC(=O)c2cccs2)cc1,-3,2.6,-1,0.9,0.0,1,-2,-9,-3,2
Cc1ccc(NC(=O)CCN2CC(C)OC(C)C2)cc1 (centres undefined),3,1.1,-2,0.4,-0.9,4,12,6,-5,-2
CCCc1ccc(OCC(O)CN2CCN(c3ccccn3)CC2)cc1 (centres undefined),9,1.5,-7,-1.9,-2.1,-3,-12,-2,0,-4
COc1ccc(C)cc1N(CC(=O)N1CCCCCC1)S(=O)(=O)c1ccc(C)cc1,-6,0.6,1,-0.9,-0.2,-1,2,-2,17,0
CC(=O)Cc1nsc(NC(=O)C2Cc3ccccc3C(=O)O2)n1 (centres undefined),-6,-1.8,6,1.2,-0.2,1,8,2,-2&-3,1
CCC(C)c1ccccc1N1CC(C(=O)NCCC2=CCCCC2)CC1=O (centres undefined),-2,-4.1,-1,-0.8,-2.5,1,/,-5,-4,/
Cc1cc(Br)ccc1Nc1nc(N)nc(N)c1N=O,32*,-1.3,4,/,i,5,/,/,10,/
COc1ccc(NC(=O)c2oc3ccccc3c2NC(=O)C2CC2)cc1OC,2,12,1,2.6,i,-3,14,-4,-8,-3
O=C(O)C1C2C=CC(C2)C1C(=O)NCc1ccoc1 (centres undefined),5,/,-4,-3.6,-0.2,19,4,-5,-7,1
COc1ccc(NC(=O)c2nc[nH]c2C(=O)N[C@H](C)c2ccccc2)cc1,1,-1.6,2,0.8,-19,1,3,-16,20,/
Clc1ccc(-c2nnc(CSc3nnc(-c4cccs4)n3Cc3ccccc3)o2)cc1,-3,/,0,0.8,-0.8,0,0,2,-2,0
COC(=O)COc1cccc2c(=O)n(CC(=O)N3CCCc4ccccc43)ccc12,16,2.4,13,-2.3,-3.1,3,-6,-1,3,-5
COc1ccc(-n2c(=O)c3ccccc3n(Cc3ccc(F)cc3)c2=O)cc1OC,-1,/,5,-0.8,i,-2,17,-5,-4,-1
Cc1ccc(-n2nc3c(=O)n(CC(=O)c4ccc(F)cc4)nc(C)c3c2C)cc1,8,-2.0,13,-1.0,0.0,5,40,-1,-6,0
CCOC(=O)N1CCN(C(=O)C2CCN(S(=O)(=O)c3ccc(OCC)cc3)CC2)CC1,3,1.1,-2,6.8,1.4,3,6,2,-5,-3
COc1ccc(/C(O)=C2/C(=O)C(=O)N(c3ncccn3)C2c2ccc(C(C)(C)C)cc2)cc1 (centres undefined),/,/,/,-0.2,/,/,-3,1,/,0
Cc1ccc(-n2c(Cc3cccn3C)nnc2SCC(=O)NC2CCCCC2)cc1,9,0.9,-6,-0.4,i,14,21,7,11,3
COC(=O)CC1(CC(=O)OC)C(=O)NC(=O)NC1=O,7,0.4,-4,-0.5,-0.3,1,8,0,-16,1
CC(C)(C)c1ccc(C(=O)NNC(=S)NCC2CCCO2)cc1 (centres undefined),-1,/,-4,-0.4,-0.4,-3,-6,4,-2,3
Cc1ccc(C)c(OCCC(=O)OCC(=O)Nc2ccc(C)c(S(=O)(=O)N3CCCCC3)c2)c1,4,/,-6,-0.5,i,2,/,-71,-2,/
COc1ccc(N2CCN(C(=O)C3CC(O)CN3S(=O)(=O)c3ccc([N+](=O)[O-])cc3)CC2)cc1 (centres undefined),5,/,-5,0.0,-0.1,4,-2,6,-6,2
CC(C)Oc1ccc(CCC(=O)NNC(=S)NCc2ccccc2)cc1,2,-1.9,-1,1.1,i,-1,-11,2,0,-1
O=c1cc(CO)occ1OCc1ccccc1,8,-2.4,2,1.0,-5.9,1,18,4,-6,1
CCOC(=O)[C@H]1[C@H]2COc3ccc(Cl)cc3[C@@H]2N2C(=O)c3cc(F)c(F)cc3NC(=O)[C@@]12C,-4,0.7,-1,1.2,1.3,2,/,-18,1,/
COc1ccc(-c2csc(NC(=O)CSCC(=O)Nc3cc(C)on3)n2)cc1,8,-1.8,-2,0.7,i,-2,/,-8,-6,/
O=C1CC(c2ccc(F)cc2)SC(N(c2ccccc2)c2ccccc2)=N1 (centres undefined),2,/,-8,-0.3,-0.4,-1,18,-1,8&0,-3
Oc1c(C=C2N=c3ccccc3=N2)sc(=S)n1-c1ccc(F)cc1,7&5,-4.2,19&5,-3.8&-1.7,-0.3,-8&-5,13&-6,-2&8,19&-2,3&1
CCN1CCN(c2ccc(S(=O)(=O)N3CCOCC3)cc2NC(=O)CCSC)CC1,-4,-2.4,3,1.6,i,-2,/,-3,-1,/
CON(C)S(=O)(=O)c1cccc(C(=O)Oc2ccc(N(C)S(=O)(=O)c3ccccc3)cc2)c1,8,-1.1,5,2.4,i,-1,12,-25,-16,-8
COc1cc2c(cc1OC)CN(C(=O)COc1ccccc1C#N)CC2,12,0.5,1,2.8,i,4,16,/,-4,5
Clc1ccc(-c2cn3c(n2)SCC3)cc1,-12,/,-5,-0.9,i,2,-5,-4,-10,-1
C=CCNC(=O)C1CC=CCC1C(=O)O (centres undefined),-1,-1.1,-2,1.5,3.2,1,-4,2,-9,3
S=C(NCCc1ccccc1)N1CCOCC1,3,-0.6,7,-0.4,-0.6,1,10,-6,1,0
Cn1c(=O)c(-c2ccccc2)nc2ccccc21,10,1.2,-2,-0.5,i,44*,20,-3,-22,-1
Cn1c(/C(C#N)=C(\O)c2ccc(Cl)s2)nc2ccccc21,-2,-2.4,4,0.5,-0.4,-1,-22,10,-18,7
COc1ccc(C2Nc3ccccc3NC3=C2C(=O)CC(C)(C)C3)c(OC)c1OC (centres undefined),8,-2.3,1,-0.9,i,-4,-10,7,-9,-3
O=C(C1CC(=O)N(C2CCCC2)C1)N1CCC(Cc2ccccc2)CC1 (centres undefined),10,2.3,-3,-1.7,i,-2,3,3,-2,5
COC(=O)/C=C\C(=O)Nc1cccc([N+](=O)[O-])c1,6,/,3,0.3,-0.4,-1,7,0,-6,3
CCOP(=O)(OCC)C(CC)N1CCOCC1 (centres undefined),1,0.3,8,2.1,i,-2,0,6,-25,0
Cc1n[nH]c(C)c1CCN,7,0.1,7,1.2,i,2,27,8,-6,0
CN(C(=O)COC(=O)CN1C(=O)C2CC=CCC2C1=O)c1ccccc1 (centres undefined),5,0.0,2,-0.1,i,2,/,6,-12,/
CC(C)(C)C(=O)NN=C1CCC(c2ccccc2)CC1 (centres undefined),8,-3.4,-4,-0.7,-0.4,5,60,/,-11,-1
Cc1ccc(-n2c(SCC(=O)Nc3cc(C)on3)nc3ccccc3c2=O)cc1,10,-1.3,9,1.8,-1.4,1,3,1,-5,-2
Cc1ccccc1-c1nc(SCc2cccnc2)c2c(=O)n(C)c(=O)n(C)c2n1,16,/,-22,-4.0,-0.3,0,6,-6,-6,2
O=C(O)c1ccccc1C(=O)N1CCN(c2ncccn2)CC1,20,-2.4,-3,2.4,-1.2,5,17,/,-9,8

# (further entries)
SMILES,GDH-TPI inh,BioA inh,MazEF act,UGM FP inh,BH1578 lux ind,FBA Mtb inh,DUSP3 inh,Rv3671c protease,PriA SSB inh,3CLpro inhibitor
O=c1c(-c2ccc(O)cc2)coc2cc(O)ccc12,15,0.3,2,2.3,-0.8,24,/,-2,-5,/
CCN(CC)C(=O)[C@H]1C[C@H](CC(=O)NCCCn2ccnc2)C(=O)N2CCc3c([nH]c4cc(-c5ccco5)ccc34)[C@]12C,-3,0.6,6,/,-0.4,26,/,/,5,/
COc1ccc(Cn2nnc3c(=O)[nH]c(C(=O)NCCc4ccc(F)cc4)nc32)cc1OC,-6,1.4,4,5.0,-0.2,2,2,0,-14,4
OC[C@@H]1CN(Cc2ccc(-c3ccccc3)cc2)C[C@H](n2cnc3c(NCc4ccc(F)cc4)ncnc32)O1,2,-1.5,/,/,0.8,-4,/,/,/,/
O=C(C1CCCN(S(=O)(=O)c2ccccc2)C1)N1CCN(c2ccccc2)CC1 (centres undefined),-1,1.6,5,-1.6,-0.3,1,27,1,-8,4
CCN(CCn1cccn1)C(=O)CC1C(=O)NCCN1Cc1cccc(OC)c1OC (centres undefined),7,/,7,-1.1,0.0,0,12,-9,-7,2
Cc1ccccc1NC(=O)NC1(C(=O)NCCCN2CCOCC2)CCCCC1,-5,-1.5,5,-0.4,-0.5,1,12,-9,/,3
CCOC(=O)/C(C#N)=C/c1cn(CCOc2ccccc2)c2ccccc12,1,/,-10,-2.0,0.0,2,4,-2,-1,9
COc1cc(NC(=O)c2ccc(Br)o2)ccc1NC(=O)C(C)C,12,-3.0,-2,1.0,-0.5,0,0,-1,1,0
COc1c2occc2c(OC)c2c(=O)cc(C(F)(F)F)oc12,5,0.6,0,-1.2,-0.3,0,24,-2,-11,1
COc1ccc(CCN2C(=O)c3cccc4cccc(c34)C2=O)cc1OC,-2,0.5,-7,0.4,1.0,3,14,-3,-5,-7

# A portion of the library; the hit share may differ from the screen's.
